# Compound activity as filed in PubChem BioAssay.
# ELG1 repair inh = qHTS screen for small molecules that inhibit ELG1-dependent DNA repair in human embryonic kidney (HEK293T) cells expressing luciferase-tagged ELG1 | HEK293T ELG1-luciferase reporter, luminescence, 16 h; DNA damage induced by 5-fluorouridine | actives 2.3% (n = 330,000) | Potency, µM (series often up to 46.1 µM), for inactives: at the highest dose activity change, negative = inhibition, most hits filed as inhibitors; further: potency means the concentration at half of the fitted maximal effect; on the % scale 0 is the no-effect control and ±100 the full control effect; nearly all actives have a fitted effect of over 55% in size
#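 5-Fluorouridine DNA damage + compound/DMSO, 2,000 cells/well, 16 h, 37 °C/5% CO2. ONE-Glo, 30 min RT, luminescence. Readout = decrease in reporter signal.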
# TRPV1 agonist = HTS Assay for Compounds that Act as Agonists of the Vanilloid Receptor 1 | activation, % at 8.33 µM | actives 0.19% (n = 320,000) | TRPV1-expressing cells, Fluo-8 calcium influx, agonist mode | Transient receptor potential cation channel subfamily V member 1 (Homo sapiens), Q8NER1; in the data active means activation above about 80%; inconclusive means between about 30% and that limit; further: 0% is about no effect
#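 Cells expressing TRPV1 were dye-loaded with Fluo-8 and read kinetically: 10 s baseline, 3 min after compound (agonist portion), then 2 min after EC20 capsaicin (allosteric enhancer portion). Calcium-bound dye fluorescence at 480/520 nm.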
# CXXC DNA block = qHTS Fluorescence Polarization Assay for Inhibitors of MLL CXXC domain - DNA interaction. MLL-CXXC / FITC-HOXA9 DNA fluorescence polarization. Potency, µM (top dose mostly 115 µM), without a hit: at the highest dose activity change, negative = inhibition, hits mostly inhibitors. actives 0.037% (n = 290,000). AID 2662, 2010; active means well fitted inhibition curve with a large enough effect in the polarisation, with a control signal flat, not every such curve was filed as active; inconclusive means small, poorly fitted or top-dose-only effect, or effect the other way, or a change in a side signal; inactive means no such curve, though single readings can be large or run the other way; the % refers to the polarisation; further: potency means the concentration at half of the fitted maximal effect
#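 Purified MLL-CXXC (added from a 7 uM solution) was preincubated 5 min at ambient with pinned compounds in 50 mM Tris-HCl pH 7.5, 50 mM NaCl, 1 mM DTT, 0.05% BSA. Fluorescein-labeled HOX-A9 DNA (50 nM solution) followed, 30 min, then polarization read.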
# TCR act = Activators of T cell receptors: qHTS campaign | primary human leukocytes, anti-CD3, IL-2 HTRF, 48 h | Potency, µM (doses to about 9.22 µM), without a hit: at the highest dose activation of IL-2 secretion, hits mostly activators | 330,000 tested, under 10 active | AID 504894, 2011; further: % of control where 0% means no effect
#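 Primary human leukocytes were stimulated with a-CD3 beads plus compounds for 48 hr without co-stimulation; secreted IL-2 was quantified by HTRF using a-IL-2-K (europium cryptate) and a-IL-2-d2, excited at 320nm with acceptor emission read at 665nm.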
# B2AR arrestin = qHTS assay of beta-arrestin-biased ligands of beta2-adrenergic receptor; beta-arrestin recruitment to beta2AR, cell-based reporter; Potency, µM (titrated, usually from 46.1 µM), inactives show at the highest dose activation, actives largely listed as activators; actives 0.02% (n = 330,000); AID 492947, 2010;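 further: potency means the concentration at half of the fitted maximal effect; 0% = DMSO controls and full agonism = EC100 isoproterenol or metaproterenol; nearly all actives have a fitted effect of over 65% in size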
# BRCA1 expr act = qHTS Assay to Identify Small Molecule Activators of BRCA1 Expression; MCF7-BRCA1-FFLuc reporter, luminescence, 48 h; response scale: scaled: vehicle 0%, 10 µM genistein 100%; Potency, µM (top dose mostly 46.1 µM), inactives show at the top dose activation, usual class: activators; actives 1.1% (n = 380,000); further: potency means the concentration at half of the fitted maximal effect; nearly all actives have a fitted effect of over 80% in size; some results filed as inactive show a strong effect at the top dose
#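 MCF7-BRCA1-FFLuc, 2000 cells/well; 2 h attach, 37 °C/5% CO2; compound 48 h; luciferase substrate 15 min; luminescence end-point. Norm. to genistein 10 microM max activation and DMSO; concentration-response curves fitted.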
# TSG101-PTAP inh = qHTS Assay for Iinhibitors of HIV-1 Budding by Blocking the Interaction of PTAP/TSG101 | 340,000 tested, under 10 active | Fluorescence polarization, FITC-PTAP peptide / Tsg101 binding | Potency, µM (highest dose often 115 µM), inactives show at the top dose activity change, negative = inhibition, actives largely listed as inhibitors | AID 493005, 2010; active means well fitted inhibition curve with a large enough effect in the main read-out, with a control signal flat, not every such curve was filed as active; inconclusive means small, poorly fitted or top-dose-only effect, or effect the other way, or a change in a side signal; inactive means no such curve, though single readings can be large or run the other way; further: potency means the concentration at half of the fitted maximal effect; % of control where 0% means no effect
#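 Compounds were pin-transferred onto Tsg101 binding domain (10 uM final) in HEPES pH 7.5 buffer, then FITC-PTAP peptide was added at 50 nM final. After 20 min at RT, polarization reported peptide displacement across a qHTS concentration series.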
# A-T KAP1 phos = qHTS Assay for Identifying a Potential Treatment of Ataxia-Telangiectasia. AID 485349, 2010. […] A-T fibroblasts, KAP-1 phosphorylation AlphaLISA; neocarzinostatin DNA damage 30 min before lysis. Potency, µM (series often up to 57.5 µM), for inactives: at the top dose activation, usual class: activators. actives 0.19% (n = 320,000); further: potency means the concentration at half of the fitted maximal effect; % of control where 0% means no effect; nearly all actives have a fitted effect of over 45% in size
#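 hTERT-immortalized A-T patient fibroblasts ([…]), 500 cells/well in OPTI-MEM, 1% FBS, got compounds for 60 min, then NCS for 30 min at 37C. Lysates were then assayed for phospho-KAP-1 by AlphaLISA (anti-pKAP1 donor, anti-KAP1 acceptor beads), 6 hr at 25C.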
# Integrin act MD = qHTS for Activators of Integrin-Mediated Alleviation for Muscular Dystrophy; actives 0.064% (n = 350,000); Potency, µM (top dose mostly 38.3 µM), for inactives: at the top dose activation, usual class: activators; alpha7betagal myoblasts, beta-gal FDG fluorescence, 48 h; AID 624291, 2012;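 further: potency means the concentration at half of the fitted maximal effect; 100% = response of the positive control SU9516; nearly all actives have a fitted effect of over 60% in size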
#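 alpha7betagal+/- myoblasts (passage 13, 250/well) treated 48 h at 37C with compounds at 1:260 dilution of DMSO stock. Lysed, then beta-galactosidase activity read as FDG fluorescence (ex 480/em 540) after 30 min, with pre-read for autofluorescence.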
# p53 reactivator = qHTS assay for re-activators of p53 using a Luc reporter; H1299 p53-A138V BP100-luciferase reporter, luminescence, 24 h; Potency, µM (doses to about 92.2 µM), for inactives: at the top dose activity change, positive = activation, hits mostly activators; actives 0.063% (n = 320,000); further: potency means the concentration at half of the fitted maximal effect; % of control where 0% means no effect; nearly all actives have a fitted effect of over 45% in size
#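 p53-null H1299 cells stably carrying temperature-sensitive p53-A138V and a BP100-luciferase reporter were pinned with compounds (4-point, 1:5 series) and held 24 hrs at 37 deg C. Luminescence was read 10 min after detection reagent.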
# * marks the source's active call; other numbers are inactive results; u = inconclusive; x = no result given; [ ] = another dose, or the depositor's remark. Unless noted, the call rests on the fitted dose curve; in most records, active means well fitted curve in the direction sought with a large enough effect; inconclusive means small, poorly fitted or top-dose-only effect, or another doubt; inactive means no such curve, though single readings can be large; an effect the other way counts as inactive or inconclusive. An unsorted share of the library (roughly 3.8% active in at least one column).
SMILES,ELG1 repair inh,TRPV1 agonist,CXXC DNA block,TCR act,B2AR arrestin,BRCA1 expr act,TSG101-PTAP inh,A-T KAP1 phos,Integrin act MD,p53 reactivator
CC(C)CCN(C)C1CCN(S(=O)(=O)c2cccc(C(F)(F)F)c2)CC1,15%,-2,10%,-2%,-0.2%,12%,1%,-7%,-17%,u
CC(=C/c1ccccc1)/C=N/NC(=O)CSc1nc(C)cc(C)n1,-31%,2,-4%,6%[46.1 µM],-1.7%,-14%,-4%,4%,15%,-7%
Cc1ccc(/C=N/Nc2nc(C)cc(C)n2)cc1,0%,0,6%,-1%,0.0%,7%,-1%,27%,5%,0%
Cc1ccc(NC(=O)NNC(=O)C2CCN(Cc3ccc(F)cc3Cl)CC2)cc1,-14%,-8,2%,-2%,-1.2%,2%,1%,14%,9%,-1%
Cc1c(NC(=O)Nc2cccs2)cccc1[N+](=O)[O-],u,12,9%,6%,-0.3%,-43%,-3%,1%,0%,-1%
COc1ccc(CN2C(=O)CC(Cc3ccc(C)cc3)C2=O)cc1OC (centres undefined),-18%,24,0%,-8%[46.1 µM],-0.3%,-26%,1%,-3%,-14%,-11%
CCCSc1cc(N2CCN(C)CC2)nc(-c2ccc(OC)cc2)n1,-16%,3,12%,6%,0.2%,-20%,-3%,-6%,-44%,-6%
O=C(c1ccccc1)C(c1ccccc1)c1ccccc1,27%,11,x,0%,0.2%,0%,-1%,36%,-27%,-4%
O=C(COC(=O)c1c(F)cccc1F)Nc1ccc2c(c1)OCO2,19%,1,x,0%,-0.3%,3%,-1%,-4%,-14%,u
CCN(CCCNC(=O)C1CCN(S(=O)(=O)c2cccc3nonc23)CC1)Cc1ccccc1,-5%,-9,0%,1%,0.1%,-19%,0%,2%,18%,-24%
CCCOc1ccc(C(=O)NNC(=S)NC(=O)CC)cc1,u,-1,6%,3%,0.1%,-75%,-5%,7%,-51%[inhibitor],11%
O=C(Nc1ccc(N=Nc2ccccc2)cc1)c1ccc(Cl)cc1Cl,21%,4,6%,-7%,0.0%,-3%,-1%,-7%,2%,-3%
CCOC(=O)c1c(-c2ccc(F)cc2)csc1NC(=O)C1CC=CCC1C(=O)O (centres undefined),-8%,4,-1%,4%,0.1%,-18%,0%,4%,-22%,-3%
COc1ccc(OCC(=O)Nc2ccc(NC(=O)c3cccs3)c(OC)c2)cc1,u,6,-4%,12%,0.2%,-6%,-7%,5%,11%,-10%
CC(C)C(O)(C#CCN1CCCCCC1)c1ccccc1 (centres undefined),u,24,-3%,-2%,0.2%,-39%,-1%,11%,-32%,-3%
Cc1cc(OCC(=O)NC(C)C)ccc1Cl,20%,22,-1%,-4%,0.0%,39%,-10%,0%,4µM*,-3%
CCCN1CCOC(CC(=O)Nc2ccc([N+](=O)[O-])cc2)C1=O (centres undefined),-13%,8,-2%,1%,0.2%,17%,-1%,-5%,21%,-2%
Cn1c(=O)c([N+](=O)[O-])c(NCC2CCCO2)c2ccccc21 (centres undefined),16%,-1,0%,5%,-0.4%,-9%,-5%,-2%,22%,-3%
Cc1cccc(C(=O)OCC(=O)N2CCCCCC2)c1,u,2,x,-4%,-0.3%,u,0%,0%,2%,u
O=C(O)c1ccc2c(c1)CC(c1ccccc1)OC2=O (centres undefined),25%,3,-2%,2%,-0.1%,29%,-9%,19%,18%,1%
CCOc1ccc(C(=O)O/N=C(\N)c2ccccn2)cc1,u,-5,-3%,-3%,-1.2%,0%,-1%,3%,13%,-18%
COCCOC(=O)C1=C(C)NC(=O)NC1c1cccs1 (centres undefined),16%,0,16%,8%,0.2%,-26%,-9%,16%,14%,5%
CCc1nn(-c2cc(Oc3ccccc3)nc(-c3ccccc3)n2)c(N)c1C#N,-2%,0,23%,-6%,-0.2%,-33%,-2%,2%,-8%,13%
C#CCOc1nc(OCC#C)nc(OCC#C)n1,8%,-2,8%,2%,0.2%,18%,-4%,2%,0%,4%
CCN(CC)S(=O)(=O)c1ccc(C(=O)NCCc2ccccn2)cc1,u,11,0%,1%,-1.0%,47%,-3%,4%,-22%,8%
Cc1ccc(O)c(C(=O)c2cnc3c(c2)CN(CCC(C)C)C(=O)N3)c1,21%,-2,-1%,-8%,-0.8%,-33%,-2%,-1%,0%,-2%
CN(C(=O)c1cccc(S(=O)(=O)N2CCCC2)c1)C1CCCCC1,16%,10,x,1%,0.0%,25%,1%,10%,19%,3%
CC(=O)c1nnn(-c2cccc([N+](=O)[O-])c2)c1C,16%,0,0%,-6%,-0.4%,0%,-2%,1%,-3%,7%
O=[N+]([O-])c1ccc(C2=Nn3cnnc3SC2)cc1,-15%,-2,1%,1%,-0.6%,5%,4%,-2%,u,3%
O=[N+]([O-])c1cccc(CN2CCN(c3ncccn3)CC2)c1,-19%,9,-10%,x,-0.7%,-31%,3%,0%,-7%,x
COc1ccccc1NCc1nnc(SCC(=O)N/N=C/c2ccco2)n1-c1ccc(Cl)cc1Cl,1%,-2,-7%,3%,0.5%,0%,-5%,0%,-14%,1%
O=C(COc1ccccc1F)N1c2ccccc2CCc2ccccc21,-24%,7,6%,1%[46.1 µM],0.4%,-8%,-6%,0%,19%,-6%
O=C(NC1CCCCC1)c1cc(-c2ccc(Cl)cc2)on1,u,1,5%,-1%,0.2%,29%,-1%,0%,-1%,14%
CC(=O)N1CCc2c(sc(NC(=O)c3cccc(N4C(=O)CCC4=O)c3)c2C(N)=O)C1,1%,-5,20%,1%,-0.1%,2%,5%,-6%,-9%,-1%
Cc1ccc(N(C(=O)Cn2nnc3ccccc32)C(C(=O)NCc2ccco2)c2cccnc2)cc1 (centres undefined),9%,-6,2%,-13%,0.8%,-16%,2%,12%,-10%,27%
O=S(=O)(NCc1ccc2c(c1)OCO2)c1cccc2nsnc12,5%,-2,-3%,0%,-0.4%,6%,-6%,1%,46%,-1%
CC(=O)N1CCc2cc(S(=O)(=O)NC(CC(C)C)C(=O)N3CCc4ccccc4C3)ccc21 (centres undefined),17%,16,-4%,4%,-0.2%,-32%,-1%,6%,-22%,-14%
O=C(Nc1cccc(Cl)c1)OCc1cnc(Cl)s1,19%,12,10%,0%,0.3%,4%,-7%,3%,14%,6%
Cc1cc(=O)oc2cc(OCC(=O)N3c4ccccc4CC3C)ccc12 (centres undefined),u,8,5%,3%,0.1%,-59%,-1%,-2%,-28%,4%
CCOC(=O)/C=C/C(=O)OCC(=O)Nc1ccc(C)cc1,5%,-3,-17%,-2%,0.0%,-13%,-4%,-18%,u,3%
CN(C)CCCNC(=S)N1CCN(c2nc(-c3ccccc3)cs2)CC1,6%,0,20%,-1%,-0.3%,-12%,-2%,-4%,-10%,-14%
Cn1cnnc1SCC(=O)NCCC1=CCCCC1,u,x,x,3%,0.0%,-8%,-1%,-3%,3%,2%
CCCCn1c(=N)n(CC(O)c2ccccc2)c2ccccc21 (centres undefined),u,15,-6%,0%,-0.4%,-53%,4%,27%,-68%[inhibitor],-4%
Clc1ccc(SCCCCN2CCNCC2)cc1,u,5,4%,-4%[46.1 µM],-0.7%,24%,-4%,x,-55%[inhibitor],17%
O=c1c2cc([N+](=O)[O-])ccc2nc2n1CCC2,-4%,-5,10%,-2%,-0.9%,0%,-3%,-13%,u,-2%
COc1cc(NC(=O)c2cccc(Cl)c2)c(OC)cc1NC(=O)CN1CCCCC1,2%,-1,0%,-6%,0.2%,-48%,-1%,1%,-24%,1%
COCCNC(=O)[C@@H]1CSC2c3ccccc3C(=O)N21 (some centres undefined),u,-1,2%,2%,-0.4%,-15%,-9%,3%,-14%,u
Cn1ncc2c(N)nc(NCCO)nc21,x,x,x,-3%,x,17%,2%,x,-2%,x
CCN(CC)C(=O)Cc1cc(C(=O)O)c2ccccc2n1,1%,-1,-3%,5%,-0.1%,-10%,-7%,0%,14%,-3%
